From PubChem
rCAG binder: molecules binding r(CAG) RNA repeats; hit rate 1.3% among 370,000; r(CAG) RNA repeat, TO-PRO-1 dye displacement fluorescence; inhibition, % at 3 µM;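 active means inhibition above the plate cutoff, the mean of all test compounds on that plate plus 3 SD, cut at about 35% in these data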;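 further: 0% = DMSO alone and 100% = 100 µM mitoxantrone as full dye displacement; higher means more dye released from RNA so lower well fluorescence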
NPR2 activator: GC-B (human) receptor activation | P20594 | HEK293-GC-B cells, CNP EC30, cGMP TR-FRET; 0% at EC30 CNP, 100% saturating CNP | activation, % at 10 µM | hit rate 0.11% among 370,000 | AID 1920062;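 active means activation at 10 µM reaching about 35% in either raw or pattern-adjusted values, limit read from the data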
SIAE inh: blocks human sialic acid acetylesterase | Q9HAT2 | SIAE FP-Rh probe binding, fluorescence polarization | inhibition, % at 9.66 µM | hit rate 0.69% among 370,000 | AID 1053197;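 active means inhibition above a cutoff: mean of compounds within the control limits plus 3 SD of those, cut at about 17% in these data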;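 further: 0% = plate median of compound wells and 100% = probe without SIAE protein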
mABHD4 FP: inhibitors of mouse ABHD4; purified mABHD4, FP-Rh probe fluorescence polarization; inhibition, % at 8.92 µM; hit rate 0.54% among 370,000;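 active means inhibition exceeding the mean over every tested compound plus 3 SD, cut at about 30% in these data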;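 further: 0% = plate median of compound wells and 100% = S159A mutant with DMSO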
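System: mouse ABHD4 enzyme, wild type / Medium: HEPES pH 7.0, NaCl, Pluronic buffer / Reagent: FP-Rh activity-based fluorescent probe / Control set: S159A mutant high control, sample median low control / Detection: fluorescence polarization with parallel and perpendicular emission, 525/598 nm / Schedule: 45 min + 60 min at 25 °C / Compound dosing: 8.92 µM, single dose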
TDP2 inh: blocks human TDP2 phosphodiesterase activity | O95551 | inhibition, % at 12.8 µM | hit rate 0.34% among 370,000 | recombinant TDP2, T5PNP hydrolysis, p-nitrophenol absorbance 415 nm | AID 720702;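 active means inhibition above the mean of all tested compounds plus 3 SD, set per campaign, cut at about 25% in these data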;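 further: 0% = DMSO with enzyme and 100% = buffer with substrate but no TDP2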
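Test system: human TDP2 enzyme; Input: 120 nM TDP2 per well; Buffer or medium: Mg2+-containing Tris-HCl buffer, pH 7.5; Reagent: 5 mM T5PNP; Dosing: 12.8 µM single point, 1% DMSO; Incubation: reaction 2 h, 37 °C; Detection: p-Nitrophenol epi absorbance; Read-out: % inhibition relative to enzyme-containing and enzyme-free wells; Replicates: single well per compound.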
LEDGF integ inh: blocks HIV-1 LEDGF/p75-dependent DNA integration | TR-FRET IN-LEDGF/p75 DNA integration, Eu/Cy5 | inhibition, % at 3.7 µM | hit rate 0.64% among 370,000;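 active means inhibition above the screen-wide mean plus 3 SD, cut at about 13% in these data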;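 further: signal is the Cy5 over europium emission ratio at 671 and 618 nm; 0% = plate median of compound wells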
TCR CD3 inh: blocks the human TCR-CD3 interaction | inhibition, % at 9.4 µM | TAMRA-labeled TCR probe fluorescence, biochemical | hit rate 0.37% among 360,000; in the data active means inhibition above about 19%;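 further: recombinant mutant TCR 2C K166C tagged with TAMRA read by polarization; 0% = receptor in buffer alone and 100% = receptor with positive control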
HTRA1 inhibitor: blocks human HTRA1 serine peptidase. AID 504803. inhibition, % at 5.96 µM. recombinant HTRA1, FP-rhodamine activity-based probe, fluorescence polarization. hit rate 0.5% among 340,000; in the data active means inhibition above about 36%;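 further: 0% = enzyme with DMSO and 100% = wells lacking enzyme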
PRMT1 FP inh: inhibitors of human PRMT1 | Q99873 | recombinant PRMT1, activity-based probe fluorescence polarization | inhibition, % at 2.79 µM | hit rate 1.3% among 370,000 | AID 652257;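 active means inhibition above about 21% made by adding two undisclosed values, limit read from the data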
Target sequence (Q99873 whole entry, looked up): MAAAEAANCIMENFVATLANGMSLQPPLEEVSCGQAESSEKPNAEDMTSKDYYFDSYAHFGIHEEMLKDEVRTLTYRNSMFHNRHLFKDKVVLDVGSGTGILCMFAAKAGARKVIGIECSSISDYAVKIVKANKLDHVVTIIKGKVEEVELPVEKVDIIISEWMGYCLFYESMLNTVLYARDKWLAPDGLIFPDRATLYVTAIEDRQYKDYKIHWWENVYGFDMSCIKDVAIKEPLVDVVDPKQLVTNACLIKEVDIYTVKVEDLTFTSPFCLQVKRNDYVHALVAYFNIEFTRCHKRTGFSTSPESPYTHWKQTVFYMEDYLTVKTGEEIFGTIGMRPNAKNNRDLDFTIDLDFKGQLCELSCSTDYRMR
MBD2 inh: blocks human MBD2 binding to methylated DNA; Q9UBB5; TR-FRET, MBD2 binding to methylated oligonucleotide; inhibition, % at 4.4 µM; hit rate 0.31% among 370,000; in the data active means inhibition above about 13%
Target sequence (Q9UBB5 whole entry, looked up): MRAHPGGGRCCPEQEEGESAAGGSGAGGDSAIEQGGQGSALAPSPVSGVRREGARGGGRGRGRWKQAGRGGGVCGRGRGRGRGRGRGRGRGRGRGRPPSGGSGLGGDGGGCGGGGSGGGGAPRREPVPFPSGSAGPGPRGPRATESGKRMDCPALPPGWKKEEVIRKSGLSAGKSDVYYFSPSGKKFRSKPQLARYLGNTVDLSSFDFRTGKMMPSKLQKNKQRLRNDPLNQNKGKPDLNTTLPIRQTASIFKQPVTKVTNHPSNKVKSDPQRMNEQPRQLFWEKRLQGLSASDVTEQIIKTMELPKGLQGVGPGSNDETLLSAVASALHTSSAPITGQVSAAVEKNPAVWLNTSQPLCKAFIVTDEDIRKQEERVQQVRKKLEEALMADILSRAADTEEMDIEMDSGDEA
Active calls of the source: *; . = no result given. Not all compounds are listed, so the mix of outcomes need not match the whole.

SMILES | rCAG binder | NPR2 activator | SIAE inh | mABHD4 FP | TDP2 inh | LEDGF integ inh | TCR CD3 inh | HTRA1 inhibitor | PRMT1 FP inh | MBD2 inh
O=C(Nc1ccc2c(c1)OCCO2)c1ccc2nccnc2c1 | 2 | -5 | 9 | -5 | -1 | 7 | 0 | -5 | -2 | -4
COc1ccc(C(=O)N2CCN(C(=O)Cc3ccccc3)CC2)cc1 | -6 | 4 | 2 | 2 | 6 | 3 | 5 | -1 | -4 | -6
N#Cc1c2c(c(-c3ccccc3Cl)[nH]c1=S)CCCC2 | 20 | 1 | 8 | 7 | 11 | 1 | 4 | 0 | 17 | -2
CCOC(=O)c1ccc(-n2c(C)nc3ccc(Br)cc3c2=O)cc1 | -6 | -1 | -3 | -2 | 7 | -4 | -12 | 5 | 3 | 4
COc1ccc(/C=C2\CCC(C3CCCC3)C2=O)cc1Cn1nc(C)cc1C (stereo unspecified) | -2 | -7 | 2 | 1 | -12 | 1 | 5 | 2 | -3 | 2
O=C(CC1CCCC1)N1CCN(S(=O)(=O)c2cccc(F)c2)CC1 | -10 | -6 | -4 | 0 | 3 | -2 | -4 | -3 | 1 | 2
O=S(=O)(c1ccc(C(F)(F)F)cc1)N1CCCc2nc(-c3ccc(Br)cc3)ccc21 | 3 | 3 | 3 | 1 | -9 | 3 | -2 | . | -3 | 0
C/C(=N/NC(=O)c1cnccn1)c1cccs1 | -1 | 5 | -10 | 1 | 0 | -1 | -2 | -3 | 2 | -3
O=C(Cc1ccccc1[N+](=O)[O-])Nc1ccccc1C(=O)N1CCCC1 | -3 | -2 | -2 | -2 | -2 | 1 | -2 | -6 | 0 | 2
O=C(Nc1cccc(C(=O)O)c1)/C(=C\c1ccccc1)NC(=O)c1cccc2ccccc12 | 33 | 5 | -1 | -2 | 4 | 1 | 1 | 6 | -1 | 1
CCOc1cccc(C(=O)NC(=S)Nc2ccc(N3CCN(CC)CC3)cc2)c1 | -7 | -4 | -3 | 4 | -6 | -1 | 2 | 1 | -3 | 0
COc1ccc(NC(=O)CC2SC(=NCC3CCCO3)NC2=O)c([N+](=O)[O-])c1 (stereo unspecified) | -1 | 0 | -4 | 0 | 3 | -6 | 0 | 5 | 9 | -4

Entries of single compounds as entered above. Order of values: rCAG binder	NPR2 activator	SIAE inh	mABHD4 FP	TDP2 inh	LEDGF integ inh	TCR CD3 inh	HTRA1 inhibitor	PRMT1 FP inh	MBD2 inh
COc1ccc(NC(=O)CC2SC(=NCC3CCCO3)NC2=O)c([N+](=O)[O-])c1 (stereo unspecified) reads -1	0	-4	0	3	-6	0	5	9	-4
N#Cc1c2c(c(-c3ccccc3Cl)[nH]c1=S)CCCC2 reads 20	1	8	7	11	1	4	0	17	-2

Additional structures
SMILES | rCAG binder | NPR2 activator | SIAE inh | mABHD4 FP | TDP2 inh | LEDGF integ inh | TCR CD3 inh | HTRA1 inhibitor | PRMT1 FP inh | MBD2 inh
CC1(C)CC(NC(=O)C23CCC(C)(C(=O)C2)C3(C)C)CC(C)(C)N1 (stereo unspecified) | 2 | -1 | -1 | 5 | 5 | 4 | 0 | -4 | 1 | -3
COc1ccc(CCN(Cc2ccccn2)C(=S)Nc2ccc(C)cc2)cc1OC | -3 | 4 | -4 | -3 | -10 | -5 | 1 | -3 | 5 | 3
CCOc1cc(NC(=O)c2ccccc2C)c(OCC)cc1NC(=O)C1=Cc2ccccc2OC1 | 3 | 4 | 2 | -2 | 6 | 4 | 8 | 4 | -1 | -8
COCCSc1ccccc1C(=O)N1CCN(Cc2ccccc2)CC1 | -4 | 3 | 3 | -1 | 11 | 1 | -1 | -6 | 4 | 2
C[C@@H]1CN([C@@H](C)CO)C(=O)CCCn2nncc2CO[C@H]1CN(C)C | 0 | 4 | 8 | -4 | 3 | 5 | 4 | 1 | -6 | 0
COc1ccc(Oc2c(C)oc3c(CN4CCOCC4)c(O)ccc3c2=O)cc1 | -2 | 3 | 1 | 3 | 0 | 1 | -4 | -6 | -2 | -1
COc1cccc(C(=O)Nc2ccc(N3CCN(C(=O)c4cccs4)CC3)cc2)c1 | -2 | -1 | -8 | 0 | -5 | -3 | 3 | 3 | -5 | 1
CC(=O)N1CC[n+]2c(-c3ccc([N+](=O)[O-])cc3)csc21 | 7 | 1 | 7 | 0 | 0 | 0 | -3 | -1 | 52* | -1
CC(C)C(=O)NC(Nc1cc(C(F)(F)F)ccc1Cl)C(Cl)(Cl)Cl (stereo unspecified) | -5 | -13 | -1 | -12 | -4 | 0 | 1 | -13 | 1 | -1
CC(C)CNC(=O)c1cccc2c(-c3cccnc3)coc12 | -1 | -7 | -5 | -12 | -12 | 1 | -7 | . | 8 | 1
CCN(CC)S(=O)(=O)c1ccc(OC)c(NC(=O)OCc2ccccc2)c1 | -2 | -3 | -2 | 4 | 1 | -1 | -4 | -28 | 1 | 4
CN(C(=O)c1ccc(NC(=O)Cc2cccc(NC(=O)C3CCN(C(=O)C4CCCC4)CC3)c2)cc1)C1CC1 | 1 | 0 | -4 | -5 | 5 | 3 | -7 | 7 | -5 | -7
COc1ccc(Cn2nnnc2C(c2cccs2)N2CCN(c3ccc([N+](=O)[O-])cc3)CC2)cc1 (stereo unspecified) | 4 | -8 | 3 | -6 | 7 | -1 | 6 | -10 | -1 | -2
CCOc1ccc(OCCCC(=O)Nc2cc(S(=O)(=O)N3CCOCC3)ccc2N2CCOCC2)cc1 | -4 | -1 | 5 | 3 | 1 | 0 | -4 | -4 | -4 | -3
COc1ccccc1N1C(=O)CC(Nc2ccc(N3CCOCC3)cc2)C1=O (stereo unspecified) | 13 | -2 | 14 | 46* | 11 | 15* | -4 | 44* | 22* | 0
C[N+]1(CC(=O)NNc2c3ccccc3nc3ccccc23)CCOCC1 | 5 | -33 | -8 | -9 | -17 | 1 | 3 | . | -7 | 40*
COc1ccc(Cc2nnc(NC(=O)Nc3ccc(C)cc3)s2)cc1OC | 17 | -2 | -8 | 0 | 18 | 0 | 1 | 2 | -1 | -6
CCC1(c2ccc(F)cc2)NC(=O)N(CC(=O)N2c3ccccc3NC(=O)CC2C)C1=O (stereo unspecified) | -1 | 0 | 0 | -1 | 5 | 1 | 7 | 1 | -1 | 5
CCOC(=O)c1[nH]c(C)c(C(=O)NC2CCN(C(=O)OCC)CC2)c1C | -7 | 5 | 5 | 0 | 12 | -2 | -6 | 4 | 0 | 0
C=CCOc1c(Br)cc(CNn2c(C)n[nH]c2=S)cc1OCC | -1 | -7 | 0 | 1 | -7 | 7 | 3 | -5 | 1 | -2
Cc1ccc(CSc2nnc(CCNC(=O)OC(C)(C)C)o2)cc1 | -9 | -1 | 1 | 0 | 6 | 2 | -3 | -1 | 1 | -5
Cc1ccc(C2CC(C(F)(F)F)n3nc(C(=O)NCC4CCCO4)cc3N2)cc1 (stereo unspecified) | -10 | -4 | 5 | -3 | -4 | -1 | -1 | . | -2 | 8
Cn1c(=O)c2c(nc(CN3CCN(Cc4ccccc4)CC3)n2Cc2ccc(F)cc2)n(C)c1=O | 1 | 2 | 4 | 8 | 0 | 4 | 1 | -10 | -8 | -4
Clc1ccc(SCCOCCN2CCOCC2)cc1 | -3 | 5 | 2 | 17 | 13 | 4 | -2 | -4 | 0 | -2
CCCCCCn1c(N2CCN(c3ccccc3)CC2)nc2c1c(=O)[nH]c(=O)n2C | -1 | -7 | 10 | 4 | 7 | 0 | 6 | 0 | 0 | -4
O=C(Cn1ncc2c(=O)oc3ccccc3c21)NCCCN1CCCC1=O | 0 | 0 | 1 | -2 | 3 | 3 | 8 | 4 | -3 | -2
N#Cc1c(SCC(=O)Nc2nccs2)sc2c(O)cc(=O)[nH]c12 | 71* | -7 | -18 | -23 | 14 | 18* | 20* | -8 | 51* | 35*
CCN(C(=O)COC(=O)c1sccc1C)c1c(N)n(Cc2ccccc2)c(=O)[nH]c1=O | -2 | 3 | 1 | -1 | -1 | 8 | -3 | 1 | -1 | -2
CNC(=O)c1[nH]cnc1C(=O)N[C@@H](C)C(=O)OCc1ccccc1 | -4 | -1 | 2 | -3 | 6 | -2 | -1 | 0 | 2 | 4
CC1(C)CC(=O)C2=C(C1)OC1=C(C2)C(=O)CC(C)(C)C1 | 0 | 2 | -2 | 4 | 2 | 4 | 0 | 2 | 3 | -4
Cc1cc(=O)[nH]c(N/N=C/c2ccc(Cl)c([N+](=O)[O-])c2)n1 | 6 | -11 | -3 | 5 | 9 | 1 | 7 | 5 | -1 | 1
CC(=O)Oc1ccc(Cn2c(C)c(C(=O)NCc3cccc(C(F)(F)F)c3)sc2=O)cc1 | 1 | 6 | -11 | -20 | 0 | -2 | 4 | . | -3 | -1
COc1ccccc1NC(=O)c1ccc(NC(=O)COC(=O)CC(NC(=O)c2ccccc2Cl)c2ccccc2)cc1 (stereo unspecified) | 7 | -6 | -25 | -28 | -1 | -1 | 10 | -54 | -3 | 5
CCNc1cc2c(cc1O)CCC1C2CCC2(C)C(O)CCC12 (stereo unspecified) | 12 | 5 | 4 | 20 | -2 | -4 | 9 | 27 | 4 | -1

By substructure, those above containing an aryl methoxy group
SMILES | rCAG binder | NPR2 activator | SIAE inh | mABHD4 FP | TDP2 inh | LEDGF integ inh | TCR CD3 inh | HTRA1 inhibitor | PRMT1 FP inh | MBD2 inh
COc1ccc(C(=O)N2CCN(C(=O)Cc3ccccc3)CC2)cc1 | -6 | 4 | 2 | 2 | 6 | 3 | 5 | -1 | -4 | -6
COc1ccc(/C=C2\CCC(C3CCCC3)C2=O)cc1Cn1nc(C)cc1C (stereo unspecified) | -2 | -7 | 2 | 1 | -12 | 1 | 5 | 2 | -3 | 2
COc1ccc(NC(=O)CC2SC(=NCC3CCCO3)NC2=O)c([N+](=O)[O-])c1 (stereo unspecified) | -1 | 0 | -4 | 0 | 3 | -6 | 0 | 5 | 9 | -4
COc1ccc(CCN(Cc2ccccn2)C(=S)Nc2ccc(C)cc2)cc1OC | -3 | 4 | -4 | -3 | -10 | -5 | 1 | -3 | 5 | 3
COc1ccc(Oc2c(C)oc3c(CN4CCOCC4)c(O)ccc3c2=O)cc1 | -2 | 3 | 1 | 3 | 0 | 1 | -4 | -6 | -2 | -1
COc1cccc(C(=O)Nc2ccc(N3CCN(C(=O)c4cccs4)CC3)cc2)c1 | -2 | -1 | -8 | 0 | -5 | -3 | 3 | 3 | -5 | 1
CCN(CC)S(=O)(=O)c1ccc(OC)c(NC(=O)OCc2ccccc2)c1 | -2 | -3 | -2 | 4 | 1 | -1 | -4 | -28 | 1 | 4
COc1ccc(Cn2nnnc2C(c2cccs2)N2CCN(c3ccc([N+](=O)[O-])cc3)CC2)cc1 (stereo unspecified) | 4 | -8 | 3 | -6 | 7 | -1 | 6 | -10 | -1 | -2
COc1ccccc1N1C(=O)CC(Nc2ccc(N3CCOCC3)cc2)C1=O (stereo unspecified) | 13 | -2 | 14 | 46* | 11 | 15* | -4 | 44* | 22* | 0
COc1ccc(Cc2nnc(NC(=O)Nc3ccc(C)cc3)s2)cc1OC | 17 | -2 | -8 | 0 | 18 | 0 | 1 | 2 | -1 | -6
COc1ccccc1NC(=O)c1ccc(NC(=O)COC(=O)CC(NC(=O)c2ccccc2Cl)c2ccccc2)cc1 (stereo unspecified) | 7 | -6 | -25 | -28 | -1 | -1 | 10 | -54 | -3 | 5
